S1P4 antag: S1P4 receptor antagonists, primary screen, cell-based; Sphingosine 1-phosphate receptor 4 (Homo sapiens), O95977; S1P4-expressing cells, antagonist mode, reporter read-out; inhibition, % at 4.98 µM; actives 0.26% (n = 220,000); in the data active = inhibition above about 29%;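 note: 0% = wells stimulated with agonist and 100% = vehicle wells without agonist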
PERK inh: block of dimerizer-induced PERK translation repression, primary screen, PERK inhibitor project, CHO PERK-DD cells, SEAP luminescence, HTS; Eukaryotic translation initiation factor 2-alpha kinase 3 (Homo sapiens), Q9NZJ5; CHO PERK-DD fusion, SEAP luminescence translation reporter; inhibition, % at 5.6 µM; actives 0.17% (n = 220,000);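 active = inhibition above the mean inhibition of all tested compounds plus 3 SD, set separately per screening campaign, cut at about 2.9% in these data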;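 note: PERK kinase domain activated by AP20187 dimerizer at 100 nM; 0% = DMSO with dimerizer and 100% = rapamycin at 8.4 µM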
Target sequence (Q9NZJ5 whole entry, looked up, the tested form may be a part): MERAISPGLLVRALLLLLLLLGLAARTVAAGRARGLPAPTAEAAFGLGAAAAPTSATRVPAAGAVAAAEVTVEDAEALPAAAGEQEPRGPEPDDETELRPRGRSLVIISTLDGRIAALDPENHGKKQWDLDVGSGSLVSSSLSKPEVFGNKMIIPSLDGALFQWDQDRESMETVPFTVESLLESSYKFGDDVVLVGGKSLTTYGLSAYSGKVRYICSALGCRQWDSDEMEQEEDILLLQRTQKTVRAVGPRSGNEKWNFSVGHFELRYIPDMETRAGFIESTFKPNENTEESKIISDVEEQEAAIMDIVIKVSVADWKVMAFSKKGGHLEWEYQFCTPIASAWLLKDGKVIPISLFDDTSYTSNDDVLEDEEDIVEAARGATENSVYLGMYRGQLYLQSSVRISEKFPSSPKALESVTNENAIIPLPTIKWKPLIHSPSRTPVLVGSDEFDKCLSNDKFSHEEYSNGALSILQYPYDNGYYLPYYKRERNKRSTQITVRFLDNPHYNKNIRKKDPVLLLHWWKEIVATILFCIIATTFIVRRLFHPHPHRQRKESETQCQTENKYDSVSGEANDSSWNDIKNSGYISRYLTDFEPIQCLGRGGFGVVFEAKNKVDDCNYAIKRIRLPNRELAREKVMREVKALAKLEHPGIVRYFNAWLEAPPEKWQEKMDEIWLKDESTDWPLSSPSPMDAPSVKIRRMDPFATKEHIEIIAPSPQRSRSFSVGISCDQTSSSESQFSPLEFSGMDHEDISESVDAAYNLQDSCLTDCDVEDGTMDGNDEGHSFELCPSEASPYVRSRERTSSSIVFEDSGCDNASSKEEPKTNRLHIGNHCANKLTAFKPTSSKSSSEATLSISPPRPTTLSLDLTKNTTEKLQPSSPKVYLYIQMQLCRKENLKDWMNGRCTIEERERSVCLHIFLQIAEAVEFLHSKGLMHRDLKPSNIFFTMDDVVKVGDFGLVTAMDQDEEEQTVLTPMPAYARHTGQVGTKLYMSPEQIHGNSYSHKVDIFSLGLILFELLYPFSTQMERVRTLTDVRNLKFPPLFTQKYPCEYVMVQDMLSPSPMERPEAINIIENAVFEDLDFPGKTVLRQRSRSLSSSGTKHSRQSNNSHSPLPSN
TRPML3 ag: human TRPML3 channel agonists, primary screen, cell-based, HEK293 TRPML3-YFP, Fluo-8 calcium fluorescence, 3 µM | Mucolipin-3 (Homo sapiens), Q8TDD5 | 100% = the carbachol control signal | activation, % at 3 µM | actives 0.29% (n = 220,000);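 active = activation above its plate's cutoff, the mean activation of the plate's test wells plus 3 SD, cut at about 12% in these data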;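 note: 0% = DMSO only wells and 100% = carbachol wells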
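Material: HEK293 cells stably carrying human TRPML3-YFP; compound dosing: single dose, 3 µM final nominal compound, 0.3% DMSO final; incubation: 1-h 37 °C dye load, 5-s basal, 120-s post-compound reads; technique: Fluo-8 intracellular calcium fluorescence, excitation 470-495 nm, emission 515-575 nm; read-out basis: percent activation from peak-to-basal fluorescence ratio, scaled between DMSO and carbachol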
TRPN1 ag: zebrafish TRPN1 channel agonists, primary screen, cell-based, HEK293, calcium fluorescence. HEK293 zebrafish TRPN1-YFP, Fluo-8 calcium fluorescence; 100% = response to 87 µM carbachol. activation, % at 3 µM. actives 0.18% (n = 220,000);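 active = activation above its plate's cutoff, the mean activation of test wells on that plate plus 3 SD, cut at about 19% in these data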;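 note: 0% = DMSO alone and 100% = 87 µM carbachol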
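Assay system: Zebrafish TRPN1-YFP in HEK293 cells | Incubation: Dye loading 1 h at 37 °C, then 30 min room temperature | Measured by: Kinetic Fluo-8 fluorescence, ex 470-495, em 515-575 nm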
EP2 modulator: EP2 receptor modulators, cAMP readout, primary screen, cell-based, HTRF cAMP, PGE2 stimulation | Prostaglandin E2 receptor EP2 subtype (Homo sapiens), P43116 | EP2-expressing cells, cAMP HTRF FRET, PGE2 co-stimulation | actives 0.83% (n = 260,000) | induction, % at 25 µM | AID 940, 2007;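 active = compounds whose cAMP rise, as percent of the full-agonist control response, exceeds 60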;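 note: rat C6 glioma line stably carrying human EP2 under a CMV promoter; the protocol text gives 20 µM as final concentration; 100% = response of wells given 1 µM PGE2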
m-calpain inh: inhibitors of pig calpain II, primary screen, biochemical, fluorogenic peptide substrate, 1536-well. inhibition, % at 16 µM. AID 1236, 2008. purified calpain II, 30 min. actives 0.37% (n = 220,000);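 active = inhibition above about 50%, limit read from the data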
S1P4 ag: S1P4 receptor agonists, primary screen, cell-based | Sphingosine 1-phosphate receptor 4 (Homo sapiens), O95977 | S1P4-expressing cell line, agonist reporter assay | activation, % at 4.98 µM | actives 0.35% (n = 220,000) | AID 1509, 2009; in the data active = activation above about 11%;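 note: 0% = DMSO vehicle and 100% = reference agonist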
Ba/F3 V617F tox: reduced viability of JAK2V617F-dependent Ba/F3 cells, primary screen, JAK2V617F inhibitor project, cell-based, Ba/F3 EpoR-JAK2V617F, luminescence; AID 1446, 2008; actives 1.1% (n = 220,000); inhibition, % at 5.6 µM; ATP luminescence;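 active = inhibition above the campaign mean plus 3 SD over all tested compounds, cut at about 24% in these data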;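 note: cytokine-independent growth of Ba/F3 cells driven by EpoR plus mutant JAK2; 0% = DMSO-treated cells and 100% = JAK inhibitor I control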
BaF3 tox: parental Ba/F3 cell viability inhibition, counter-screen for JAK2V617F inhibitor project, murine pro-B, CellTiter-Glo luminescence; CellTiter-Glo ATP luminescence; actives 1.1% (n = 220,000); inhibition, % at 5.6 µM;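 active = inhibition above a per-campaign cutoff, the mean inhibition of all tested compounds plus 3 SD, cut at about 27% in these data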;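 note: 0% = DMSO wells and 100% = JAK Inhibitor I control wells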
Starred values were filed as active, the others as inactive; i = inactive; nt = not tested or not shown; & = joins results of further samples.

SMILES	S1P4 antag	PERK inh	TRPML3 ag	TRPN1 ag	EP2 modulator	m-calpain inh	S1P4 ag	Ba/F3 V617F tox	BaF3 tox
O=c1c(Cc2c(F)cccc2Cl)c(O)ccn1Cc1ccc2c(c1)OCO2	1	2.3	-0.4	-1.8	26	-8	1.5	-3	2
Cc1c(Cl)cccc1N1C(=O)C2ON(c3ccccc3)C(c3cccnc3)C2C1=O (configuration not stated)	-7	0.1	-0.4	0.1	2	7	-1.0	-2	2
Cc1noc(/C=C/N(C)C)c1S(=O)(=O)N1CCCC(C(=O)NCc2ccc(Cl)cc2)C1 (configuration not stated)	-10	-0.1	1.2	3.4	19	0	1.6	-1	0
FC(F)(F)c1cccc(Cn2c3[n+](c4ccc(C(F)(F)F)cc42)CCCCC3)c1	-27	0.2	0.1	0.8	-6	3	2.8	-2	8
CCCC(=O)Nc1cccc(NC(=O)CN2CCN(c3ccccc3OC)CC2)c1	-11	-0.6	0.6	0.3	10&-8	-20	0.6	4	12
Cc1cccc(-c2cc3nc(C)cc(C)n3n2)c1	9	-0.3	-1.0	0.5	3	-34	-1.0	5	7
Cc1cc(C(=O)NCCN2CCOCC2)ccc1[N+](=O)[O-]	-14	1.1	0.7	1.3	18	-7	0.2	3	11
O=C(CNCc1ccco1)Nc1ccccc1-n1cccc1	10	1.9	1.0	1.4	39&13	-23	-1.3	7	13
CCc1cc(-c2n[nH]c(C)c2-c2nc3ccccc3s2)c(O)cc1OCC(=O)NN	-7	-0.2	0.9	1.3	-88&-80	-87	-1.4	3	5
Nc1cccc(C(=O)O)c1	-16	0.8	0.9	0.3	16	-13	3.3	-1	3
O=C(O)c1cc(-c2cccs2)nn1-c1ccc(F)cc1	0	0.0	0.8	1.9	12	-61	-0.5	-2	0
COc1ccccc1C(=O)OCC(=O)Nc1ccccc1OC(F)F	-10	1.9	0.5	0.7	-11	6	0.4	1	-5
CC1CCCCN1S(=O)(=O)c1cn(C)c(=O)n(C)c1=O (configuration not stated)	1	1.9	0.0	-1.7	14	12	-1.4	-4	4
COc1ccccc1C(=O)NCCC(=O)N1CC(=O)Nc2ccccc21	-6	0.7	-0.2	1.1	2	15	0.8	3	6
CCCC(=O)Nc1ccccc1-c1nnc(SC)[nH]c1=O	-24	2.3	0.7	-0.1	6	1	0.1	-2	7
O=C(COC(=O)c1ccncc1)NCc1ccccc1	-6	1.7	0.5	1.4	13	-16	-3.2	-1	5
Cc1c2cnn(-c3ccccc3)c(=O)c2c(C)n1CCCC(=O)NCCN1CCN(C)CC1	-16	3.7*	0.8	0.2	-3	-17	0.4	-1	1
CCc1ccc2[nH]c(=O)c(CN(Cc3ccc4c(c3)OCO4)C(=O)c3ccco3)cc2c1	9	-0.9	0.0	3.0	19&-4	19	0.0	0	6
Nc1cccc(Nc2nc(OC(C(F)(F)F)C(F)(F)F)nc(OC(C(F)(F)F)C(F)(F)F)n2)c1	-3	-0.3	0.1	-1.7	-32	16	-0.8	-4	-4
CCCn1nnnc1SCC(=O)NNC(=O)c1ccco1	16	0.6	1.0	-0.1	9	-3	-0.6	-5	-1
COc1ccc(NC(=O)C(NC(=O)CC2NC(=O)NC2=O)c2ccccc2)cc1 (configuration not stated)	-7	-0.5	0.6	-0.1	4	29	-0.5	5	7
CC(C)(C)C(=O)NCC12C=CC(O1)C1C(=O)N(c3ccccc3)C(=O)C12 (configuration not stated)	-5	0.1	0.5	-0.1	22	-21	-0.8	4	2
CC(=O)c1ccc(N2CCc3ccccc3C2)c([N+](=O)[O-])c1	4	0.9	-0.1	-1.3	-13	9	-0.5	-2	1
CC(=O)NCc1nc2ccccc2n1Cc1ccccc1C	-5	1.1	0.3	0.9	-7	-12	-4.1	-2	7
Cc1ccc(Nc2nnc(SCC3CCCCO3)s2)cc1 (configuration not stated)	-10	-0.3	0.0	-2.1	7	38	-0.3	3	5
COc1ccc(C(=O)Nc2ccccc2C(=O)NC(C)C)cc1OC	-6	-1.3	1.2	1.0	8	-36	1.0	-3	3
Cc1ccccc1C(=NC(=O)c1ccccc1)c1ccccc1	-7	1.0	-1.5	-0.1	38	16	0.8	4	2
O=C1c2ccccc2C(=O)C12OC(c1ccccc1)C1(C(=O)c3ccccc3C1=O)C2c1cccc([N+](=O)[O-])c1 (configuration not stated)	-1	0.3	1.2	0.4	26	-60	3.3	0	0
CC(C)S(=O)(=O)c1csc(C(=O)NN)c1Cl	-3	0.3	-0.4	-0.6	-20	-4	0.2	4	-4
COC(=O)c1sc(S(=O)(=O)NCC(=O)O)c(C(=O)OC)c1C	-26	1.3	0.7	0.5	2	-13	2.3	-2	6
O=C(NCc1cccc(C(F)(F)F)c1)c1cccc(Cl)c1Cl	0	0.1	-0.6	-1.1	-38	7	1.5	0	0
CN(c1ccc(OCC(=O)N2CCOCC2)cc1)S(=O)(=O)c1ccc(F)cc1	-2	1.0	0.9	2.0	15	-24	2.2	2	4
COC(=O)CNC(=O)c1c(-c2c(Cl)cccc2Cl)noc1C	10	-0.2	0.6	1.1	14	-13	-4.8	-4	3
COC(=O)c1[nH]c2cc(OC)ccc2c1NC(=O)CN1CCC(C(N)=O)(N2CCCCC2)CC1	-8	-0.9	-0.7	-0.2	3	-29	-1.1	-1	6
COc1ccccc1NS(=O)(=O)c1ccc(O)c(NC(=S)NCC2CCCO2)c1 (configuration not stated)	-13	1.0	0.5	2.2	-3	-24	-1.1	-2	-1
CCn1ccnc1CN(C)Cc1nc(-c2ccc3c(c2)OCO3)no1	7	0.5	-0.5	1.2	-6	-1	-0.4	4	9

Four entries from above, ordered by count of non-hydrogen atoms, ascending:
SMILES	S1P4 antag	PERK inh	TRPML3 ag	TRPN1 ag	EP2 modulator	m-calpain inh	S1P4 ag	Ba/F3 V617F tox	BaF3 tox
CC(C)S(=O)(=O)c1csc(C(=O)NN)c1Cl	-3	0.3	-0.4	-0.6	-20	-4	0.2	4	-4
COc1ccc(C(=O)Nc2ccccc2C(=O)NC(C)C)cc1OC	-6	-1.3	1.2	1.0	8	-36	1.0	-3	3
COC(=O)c1[nH]c2cc(OC)ccc2c1NC(=O)CN1CCC(C(N)=O)(N2CCCCC2)CC1	-8	-0.9	-0.7	-0.2	3	-29	-1.1	-1	6
O=C1c2ccccc2C(=O)C12OC(c1ccccc1)C1(C(=O)c3ccccc3C1=O)C2c1cccc([N+](=O)[O-])c1 (configuration not stated)	-1	0.3	1.2	0.4	26	-60	3.3	0	0

The list continues.
SMILES	S1P4 antag	PERK inh	TRPML3 ag	TRPN1 ag	EP2 modulator	m-calpain inh	S1P4 ag	Ba/F3 V617F tox	BaF3 tox
COc1ccc(C(=O)c2ccc(CC#N)s2)cc1	-5	0.9	0.0	0.0	7	-52	-0.4	-3	0
CCCNC(=O)Cc1ncn[nH]1	1	0.0	0.4	1.1	5	-3	0.9	1	3
CC1CCc2cc(F)cc3c(O)c(C(=O)NCC4CCCO4)c(=O)n1c23 (configuration not stated)	-15	-1.8	0.8	0.8	58	-74	0.8	-4	0
Cc1ccc(SCCC(=O)Nc2ccccc2C(=O)NC(C)C)cc1	-4	-0.7	-0.2	1.5	-16	23	0.9	4	5
CCN(C1CCCCC1)S(=O)(=O)c1ccc(S(=O)(=O)N2CCN(CCC#N)CC2)cc1	-9	-0.8	1.9	1.9	-5	14	0.7	2	3
O=C1c2ccccc2C(Nc2ccccc2)N1Cc1ccc2c(c1)OCO2 (configuration not stated)	4	-1.2	-0.5	-1.5	72*	-3	0.9	-1	-1
O=C(O)/C=C/c1cn(-c2ccccc2)nc1-c1cc2ccccc2oc1=O	-1	1.5	-0.3	0.5	-4	11	1.7	-2	-3
Cc1cccc(C(C(N)=O)c2ncc(C(F)(F)F)cc2Cl)c1 (configuration not stated)	-14	0.3	0.4	-0.7	-4	-16	-0.4	3	9
COC(=O)c1cn(NC(=O)c2ccncc2)c(=O)c2ccccc12	1	0.1	0.0	0.6	-3	12	-0.4	1	9
CCOc1cc(CO)cc(Br)c1OCC(=O)O	-8	1.7	0.7	0.9	nt	nt	-1.1	0	4
COC(=O)Nc1ccc(S(=O)(=O)N2CCCC(C(=O)O)C2)cc1 (configuration not stated)	-5	1.2	1.1	0.5	25	-17	0.1	-3	11
CC1=NN(C(=O)Cn2nc([N+](=O)[O-])c(Br)c2C)C(O)(C(F)(F)F)C1 (configuration not stated)	-3	1.0	0.0	0.0	1	7	-0.8	-1	5
Cc1cc2ncn(S(=O)(=O)N3CCCCC3)c2cc1C	0	-0.8	2.4	-1.5	48	25	0.5	-2	1
COc1ccc(C(C)NC(=O)c2ccoc2C)cc1OC (configuration not stated)	-14	0.5	0.9	0.6	-1	-17	-2.9	0	7
COC(=O)C(NC(=O)c1ccc(C)cc1)(Nc1cccc(C)n1)C(F)(F)F (configuration not stated)	-14	-0.2	0.7	0.3	37	-3	1.6	-4	1
Cc1ccc(C)c(S(=O)(=O)N(C(=O)c2ccncc2)c2ccc(OC(=O)c3ccncc3)cc2)c1	13	0.9	0.5	-1.5	13	-5	0.3	-4	7
COc1ccc(OCC(O)CNS(=O)(=O)c2cccc(Cl)c2)cc1 (configuration not stated)	5	-0.8	-0.8	0.2	-4	21	1.8	1	3
CCN(CC)CCCn1c(=S)[nH]c2ccc(Cl)cc2c1=O	-4	-0.6	0.6	-0.9	9	4	0.3	-2	2
CC1CCC(NC(=O)C2c3ccccc3C(=O)N2CCCN2CCOCC2)CC1 (configuration not stated)	-11	0.2	0.0	1.0	7	-36	-0.1	1	8
COc1ccccc1Oc1coc2cc(O)ccc2c1=O	-1	2.1	-0.2	0.9	13	i	0.9	1	4
COc1ccccc1/C=C(/C(=O)OCC(=O)Nc1ccccc1C)c1ccccc1	5	-0.6	-0.2	-0.4	50	46	-1.5	2	3
COCCn1c(SCC(N)=O)nnc1-c1c[nH]c2ccccc12	-7	1.8	0.1	2.1	9	-6	0.3	-5	1
Cc1[nH]n(-c2ccccc2)c(=O)c1C(c1cccc([N+](=O)[O-])c1O)c1c(C)[nH]n(-c2ccccc2)c1=O	-6	0.4	0.6	0.7	-15	-10	-1.0	0	0
c1ccc(CCc2nc(-c3cccnc3)no2)cc1	0	-0.1	-0.3	0.6	16	-3	-0.7	4	6
O=C(CSc1nnc(-c2ccco2)o1)NC1CCCCCC1	-23	1.2	0.3	0.6	35	-27	-0.2	2	3
COc1ccc(-n2nc(C(=O)NCC(=O)NCc3ccco3)c3ccccc3c2=O)cc1	14	-1.2	0.8	1.8	-3	-10	0.9	4	5
Cc1cc(C)n(-c2ccc(C(=O)O)cc2[N+](=O)[O-])n1	5	0.4	1.2	-0.9	9	-13	-0.2	0	0
COc1ccccc1NS(=O)(=O)c1ccc(Br)s1	13	1.5	-0.6	-1.7	-21	0	0.6	1	2

Screening results (PubChem)
